Screening data as filed in PubChem BioAssay.
HP1b binding inh – blocks HP1-beta chromodomain binding to methylated histone tails. P83916. AlphaScreen HP1-beta / biotin-H3K9me3 peptide binding. Potency, µM (doses to about 114 µM), for the others: at the highest dose activity change, negative = inhibition, most hits filed as inhibitors. 390,000 compounds, 0.56% hits; further: potency means the concentration at half of the fitted maximal effect; nearly all actives have a fitted effect of over 70% in size; inactives centre near 23
Target sequence (P83916 whole entry, looked up): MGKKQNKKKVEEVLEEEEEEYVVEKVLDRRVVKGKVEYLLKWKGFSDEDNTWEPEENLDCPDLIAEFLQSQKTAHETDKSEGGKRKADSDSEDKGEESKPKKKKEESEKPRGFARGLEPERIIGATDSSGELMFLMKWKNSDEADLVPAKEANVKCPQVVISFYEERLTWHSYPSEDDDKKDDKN
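Compound inhibition of the preformed complex between 50 nM HP1-beta and 50 nM biotinylated H3K9me3 peptide was read by AlphaScreen. Buffer was PBS pH 7.4 with 0.01% Tween-20. Incubations ran 30 min at room temperature, with 10 ug/mL donor/acceptor beads.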
TrxR1 substrate – rat thioredoxin reductase 1 substrate activity; AID 588456; Potency, µM (top dose mostly 114 µM), without a hit: top-dose activity change, negative = substrate turnover; purified TrxR1 substrate turnover, NADPH consumption readout; 390,000 compounds, 0.01% hits; further: potency means the concentration at half of the fitted maximal effect; on the % scale 0 is the no-effect control and ±100 the full control effect; nearly all actives have a fitted effect of over 50% in size
Target sequence (O89049 whole entry, looked up): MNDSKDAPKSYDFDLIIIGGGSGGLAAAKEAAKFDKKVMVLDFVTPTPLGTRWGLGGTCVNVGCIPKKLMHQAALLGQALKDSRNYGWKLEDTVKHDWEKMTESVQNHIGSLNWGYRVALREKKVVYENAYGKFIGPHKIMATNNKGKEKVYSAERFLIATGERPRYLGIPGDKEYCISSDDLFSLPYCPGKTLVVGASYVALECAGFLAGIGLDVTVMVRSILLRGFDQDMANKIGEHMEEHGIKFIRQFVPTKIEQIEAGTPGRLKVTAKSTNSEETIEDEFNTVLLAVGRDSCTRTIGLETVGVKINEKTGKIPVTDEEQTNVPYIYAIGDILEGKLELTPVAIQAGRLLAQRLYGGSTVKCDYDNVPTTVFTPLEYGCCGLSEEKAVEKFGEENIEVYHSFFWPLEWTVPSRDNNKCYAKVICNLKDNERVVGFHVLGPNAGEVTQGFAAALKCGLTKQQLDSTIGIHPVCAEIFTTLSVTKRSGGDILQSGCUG
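Rat TrxR1, dispensed at 90 nM, was prereduced with 400 uM NADPH (final) for 5 min at ~22 deg C, then incubated with compound 15 min before 400 uM selenite. A first-read NADPH fluorescence drop versus no-compound background flagged substrates.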
Tb PGK inh – inhibitors of T. brucei phosphoglycerate kinase | P07378 | PGK/GAPDH coupled, Kinase-Glo luminescence, 60 min | Potency, µM (series often up to 57.5 µM), for inactives: at the top dose activity change, negative = inhibition, most hits filed as inhibitors | 380,000 compounds, 0.043% hits; further: potency means the concentration at half of the fitted maximal effect; on the % scale 0 is the no-effect control and ±100 the full control effect; nearly all actives have a fitted effect of over 60% in size
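Luminescent ATP detection (Kinase-Glo Plus) follows a 60-minute room-temperature incubation, with wells lacking PGK as controls. Buffer: 100 mM TEA (pH 7.6), 5 mM MgCl2, 0.01% Tween-20. Coupling enzyme GAPDH (100 nM final) supplies unstable 1,3-BPG in-well.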
rTrxR1 inhibitor – rat TrxR1 inhibition; 390,000 compounds, 1% hits; Potency, µM (titrated, usually from 114 µM), without a hit: at the top dose activity change, negative = inhibition, usual class: inhibitors; recombinant rTrxR1, NADPH fluorescence consumption, selenite substrate; AID 588453; O89049; further: potency means the concentration at half of the fitted maximal effect; on the % scale 0 is the no-effect control and ±100 the full control effect; nearly all actives have a fitted effect of over 65% in size
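Rat TrxR1 (90 nM in the dispensed reagent) was pre-reduced with 400 uM NADPH for 5 min at room temperature, then incubated with compound for 15 min. After 400 uM selenite was added, NADPH fluorescence (Ex 340/Em 450 nm) was followed for 8 min.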
IDH1 R132H inh – blocks human mutant IDH1 R132H enzyme | O75874 | AID 602179 | IDH1-R132H enzyme, NADPH consumption, diaphorase/resazurin fluorescence | 390,000 compounds, 0.093% hits | Potency, µM (top dose mostly 76.6 µM), for the others: at the highest dose activity change, negative = inhibition, most hits filed as inhibitors; further: potency means the concentration at half of the fitted maximal effect; on the % scale 0 is the no-effect control and ±100 the full control effect; nearly all actives have a fitted effect of over 65% in size
Target sequence (O75874 whole entry R132H, stated change not applied): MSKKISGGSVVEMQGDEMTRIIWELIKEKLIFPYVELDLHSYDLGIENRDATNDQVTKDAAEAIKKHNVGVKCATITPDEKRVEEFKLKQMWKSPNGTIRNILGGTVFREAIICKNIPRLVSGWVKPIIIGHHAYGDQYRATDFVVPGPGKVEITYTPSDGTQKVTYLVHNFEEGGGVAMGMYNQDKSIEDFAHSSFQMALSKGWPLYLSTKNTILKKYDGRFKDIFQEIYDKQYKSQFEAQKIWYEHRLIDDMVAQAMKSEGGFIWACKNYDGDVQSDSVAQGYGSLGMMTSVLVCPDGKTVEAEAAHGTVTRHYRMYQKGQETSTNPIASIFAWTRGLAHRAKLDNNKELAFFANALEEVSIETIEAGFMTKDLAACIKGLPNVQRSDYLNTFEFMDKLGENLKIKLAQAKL
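IDH1-R132H (0.5 ug/mL) preincubated 30 min with compound, then NADPH (0.016 mM) and alpha-KG (2 mM) added; 80 min at RT, pH 7.5. Remaining NADPH coupled via diaphorase/resazurin to fluorescence (540/590 nm); concentration-response curves normalized to no-enzyme control.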
Pin1 inhibitor – blocks the human prolyl isomerase Pin1 | Q13526 | Pin1 FP peptide displacement, HiFluor488, 10 min | Potency, µM (doses to about 115 µM), without a hit: top-dose activity, negative = inhibition, actives largely listed as inhibitors | 390,000 compounds, 0.009% hits | AID 504891; active means well fitted inhibition curve with a large enough effect in the polarisation, with a control signal flat, not every such curve was filed as active; inconclusive means small, poorly fitted or top-dose-only effect, or effect the other way, or a change in a side signal; inactive means no such curve, though single readings can be large or run the other way; the % refers to the polarisation; further: potency means the concentration at half of the fitted maximal effect; on the % scale 0 is the no-effect control and ±100 the full control effect
PI4K2A block – blocks human PI4K2A kinase activity | 420,000 compounds, 0.13% hits | activity change, negative = inhibition, % at 76.9 µM | AID 1346378 | Q9BTU6 | purified PI4K2A, ADP-Glo luminescence, 1 h; active compounds read low; in the data active means activity change below about -50%; inconclusive means mostly about -30% to -49%;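 further: -100% = wells without enzyme as full effect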
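Compounds are screened against recombinant PI4K2A using PI as substrate and ATP, the latter dispensed at 300 microM. Reactions run one hour at ambient temperature before ADP-Glo detection; full inhibition defined by wells lacking enzyme.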
USP1-UAF1 inh – inhibitors of human USP1/UAF1 deubiquitinase | O94782 | recombinant USP1/UAF1, Ub-Rhodamine cleavage fluorescence | Potency, µM (series often up to 57.1 µM), without a hit: at the highest dose activity change, negative = inhibition, actives largely listed as inhibitors | 390,000 compounds, 0.23% hits | AID 743255; further: potency means the concentration at half of the fitted maximal effect; on the % scale 0 is the no-effect control and ±100 the full control effect; nearly all actives have a fitted effect of over 60% in size; inactives centre near -12
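1 nM enzyme complex + cpd, 15 min RT; start with Ub-Rho 150nM final; kinetic fluorescence ex 480/em 540, 6 reads q60 s. Buffer 50mM HEPES pH 7.8, 0.5mM EDTA, 0.1 mg/ml BSA, 1mM TCEP, 0.01% Tween-20.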
GLS inh – inhibitors of human glutaminase (GLS); O94925; GLS enzymatic activity, qHTS titration; Potency, µM (highest dose often 45.5 µM), without a hit: at the highest dose activity change, negative = inhibition, usual class: inhibitors; 410,000 compounds, 0.21% hits; further: potency means the concentration at half of the fitted maximal effect; on the % scale 0 is the no-effect control and ±100 the full control effect
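Assay buffer: 45 mM KH2PO4 pH 8.2, 0.02% Tween-20. hKGA acts on L-glutamine (1 mM solution added); product glutamate is reported by an oxidase/peroxidase Amplex Red coupling, with fluorescence taken at baseline and 30 min.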
* hit, by the source's call; i = inactive; ? = inconclusive; & = joins results of further samples; [ ] = remark or other dose. Unless noted, the call rests on the fitted dose curve; in most records, active means well fitted curve in the direction sought with a large enough effect; inconclusive means small, poorly fitted or top-dose-only effect, or another doubt; inactive means no such curve, though single readings can be large; an effect the other way counts as inactive or inconclusive. An excerpt; the hit share may differ from the screen's.

#	Compound	HP1b binding inh	TrxR1 substrate	Tb PGK inh	rTrxR1 inhibitor	IDH1 R132H inh	Pin1 inhibitor	PI4K2A block	USP1-UAF1 inh	GLS inh
1	Cc1ccc(S(=O)(=O)N2CCCCC2)cc1NS(=O)(=O)c1cccc(C(=O)O)c1	34%	-1%	5%	4%	1%	1%	1	-7%	27%
2	COc1ccc(-n2nc(C(=O)NCC(=O)Nc3cccc(Cl)c3)c3ccccc3c2=O)cc1	13%	20%	0%	82%[activator]	0%	17%	0	-17%	6%
3	CCC(NC(=O)c1ccccc1NC(=O)c1ccco1)C(=O)NNC(=O)c1ccc(OC)cc1 (centres undefined)	31%	19%[57.1 µM]	i	-12%	11%	45%[activator]	-21	-13%	-9%
4	COc1ccc(S(=O)(=O)N/N=C(/C)c2ccncc2)cc1	59%[activator]	-5%	4%	2%	-3%	9%	-7	-6%	14%
5	CN(CCOc1ccc(CC2SC(=O)NC2=O)cc1)c1ccccn1 (centres undefined)	35%&25%	12%&9%	-5%&10%	-11%&4%	-10%&-7%	?	4&2&0	-24%&-23%	-5%&0%&17%
6	CCCn1nnc(NC(=S)NC(=O)/C=C/c2ccc(Cl)cc2)n1	-2%	-1%	-9%	11%	0%	1%	-2	-14%	-6%
7	CCOC(=O)c1c(C)oc2ccc(NS(=O)(=O)c3ccc4c5c(cccc35)C(=O)N4)cc12	-5%	11%[57.1 µM]	i	19%	0%	9%	-7	-13%	1%
8	CCc1ccccc1N(C)C(=O)c1sc2nc3n(c(=O)c2c1C)CCCCC3	40%[activator]	4%	0%	12%	4%	12%	0	1%	3%
9	CC(C)CC1NC(=O)N(CC(=O)Nc2ccc3c(c2)OCCO3)C1=O (centres undefined)	35%	-4%	-2%	6%	-1%	12%	-3	-18%	-2%
10	CC(=O)c1ccc(S(=O)(=O)N2CCN(C(C)C(=O)N(C)Cc3ccccc3)CC2)cc1 (centres undefined)	21%	5%	-2%	12%	-10%	0%	-3	-6%	2%
11	Cc1cc(NCc2ccco2)n2c(nc3ccccc32)c1C#N	22%	57%[activator]	1%	-4%	2%	?	-15	3%	13%
12	CC(=O)NC(=S)Nc1ccc(NC(=S)NC(=O)c2ccc([N+](=O)[O-])cc2)cc1	-3%	2%[57.1 µM]	-7%	19%[57.1 µM]	2%	1%	-7	-3%	11%
13	Cc1ccc(SCC(=O)OCC(=O)NC2(C#N)CCCCC2)cc1	28%	-1%	-8%	2%	17%	-2%	-2	-5%	5%
14	CSc1nsc(NC(=O)Cc2ccccc2)n1	15%	5%	-4%	3%	8%	5%	-3	-19%	-1%
15	COc1ccc(-c2nc(CN3CCC(C(=O)NCCN(CC(C)C)CC(C)C)CC3)c(C)o2)cc1OC	19%	-9%	i	-9%	-5%	4%	1	5%	7%
16	CCOc1ccccc1NC(=O)CCNC(=O)Cn1ccc2ccccc2c1=O	18%	2%	-10%	20%	2%	3%	0	-7%	-1%
17	Fc1ccccc1Nc1ncnc2c1nc1n2CCCCC1	-15%	1%	-3%	12%	-4%	-1%	-1	-10%	-4%
18	c1ccc(N2CCN(c3cnc4ccccc4n3)CC2)cc1	116%	9%[57.1 µM]	3%	12%[57.1 µM]	0%	-2%	5	-18%	20%
19	Cc1[nH]c2ccccc2c1C(=O)C(C)Sc1nnc(C2CC2)o1 (centres undefined)	38%	-1%	-8%	3%	0%	6%	0	-18%	-2%
20	CC1(c2nnc(Cc3ccccc3)o2)CC(c2c(Cl)cccc2Cl)=NO1 (centres undefined)	21%	3%[57.1 µM]	-6%	-4%[57.1 µM]	-4%	7%	-4	-11%	3%

Part of the list above, field by field:
[18] c1ccc(N2CCN(c3cnc4ccccc4n3)CC2)cc1
  HP1b binding inh: 116%; TrxR1 substrate: 9%[57.1 µM]; Tb PGK inh: 3%; rTrxR1 inhibitor: 12%[57.1 µM]; IDH1 R132H inh: 0%; Pin1 inhibitor: -2%; PI4K2A block: 5; USP1-UAF1 inh: -18%; GLS inh: 20%
[12] CC(=O)NC(=S)Nc1ccc(NC(=S)NC(=O)c2ccc([N+](=O)[O-])cc2)cc1
  HP1b binding inh: -3%; TrxR1 substrate: 2%[57.1 µM]; Tb PGK inh: -7%; rTrxR1 inhibitor: 19%[57.1 µM]; IDH1 R132H inh: 2%; Pin1 inhibitor: 1%; PI4K2A block: -7; USP1-UAF1 inh: -3%; GLS inh: 11%

(more compounds)
#	Compound	HP1b binding inh	TrxR1 substrate	Tb PGK inh	rTrxR1 inhibitor	IDH1 R132H inh	Pin1 inhibitor	PI4K2A block	USP1-UAF1 inh	GLS inh
21	Cc1ccccc1OCCn1c(CCNC(=O)C(C)C)nc2ccccc21	33%	-9%	-7%	-15%	-2%	-6%	4	-21%	-2%
22	C=CCNC(=O)c1onc(CSc2cc(C)ccc2C)c1C(=O)O	40%[activator]	3%	-7%	14%[57.1 µM]	1%	1%	3	-19%	3%
23	N#CCOC(=O)c1cc(S(=O)(=O)N2CCCCC2)ccc1N1CCOCC1	40%[activator]	-1%	i	5%	14%	0%	-5	-16%	-2%
24	Cc1ccnc(NC(=O)COC(=O)C23CC4CC(CC(C4)C2)C3)n1	34%	5%	-9%	8%	-12%	-6%	9	-20%	-7%
25	CC(C)C(=O)N1CCN(c2c(Cl)cccc2[N+](=O)[O-])CC1	7%	1%	-3%	15%	0%	4%	4	-8%	-7%
26	Cc1ccc(NC(=O)c2cc3c(=O)n(Cc4cccnc4)ccc3nc2C)cc1F	36%	-4%[57.1 µM]	0%	11%[57.1 µM]	-21%	1%	-2	7%	14%
27	CCN(CC)CCNC(=O)CN1N=C(c2ccc(OC)cc2)CCC1=O	18%	5%[57.1 µM]	-4%	15%[57.1 µM]	2%	1%	-2	15%	4%
28	Cc1ccc(SCC(=O)NC(=O)NCCC(C)C)c(C)c1	38%	-5%	1%	20%	10%	?	4	-5%	1%
29	Cc1cccc(NC(=O)CCNS(=O)(=O)c2cccc3nsnc23)c1	18%	0%[57.1 µM]	-2%	33%[activator][57.1 µM]	8%	-10%	-14	-8%	10%
30	Cc1nc(SCC(=O)c2ccc(F)cc2)c([N+](=O)[O-])[nH]1	29%	-10%	-9%	10%[57.1 µM]	2%	5%	-7	-12%	4%
31	Cc1cc2nc(C)c(Cc3ccccc3)c(=O)n2[nH]1	29%	59%[activator]	3%	21%	-2%	-2%	-10	-18%	19%
32	N#Cc1nc(-c2ccc(Cl)cc2)oc1NCCc1ccccn1	15%	21%	-4%	29%[57.1 µM]	7%	3%	-3	-2%	5%
33	CCn1cnc2cc(NC(=O)c3ccc(C)cc3)ccc21	35%	4%	2%	15%	7%	1%	2	-11%	-6%
34	COc1ccc(C2CC(=O)c3cnc(Nc4cc(C)cc(C)c4)nc3C2)cc1 (centres undefined)	33%	61%[activator]	2%	54%[activator]	1%	2%	1	-24%	-10%
35	CC1CC(C)CN(S(=O)(=O)c2ccc(NC(=O)CCNC(=O)c3ccc([N+](=O)[O-])cc3)cc2)C1 (centres undefined)	29%	3%	3%	3%	-2%	-4%	-1	-10%	-2%
36	CC12CN3CC(C)(CN(C1)C3c1ccc(Cl)cc1)C2 (centres undefined)	-1%	8%[57.1 µM]	-4%	-4%[57.1 µM]	21%	3%	1	5%	7%
37	O=[N+]([O-])c1ccc(Sc2nnnn2-c2ccccc2)nc1	30%	-2%[57.1 µM]	-8%	13µM*	-6%	0%	24	-16%	1%
38	Cc1scc(C(=O)NNC(=S)NCC(C)C)c1C	46%[activator]	13%[57.1 µM]	-1%	6%	1%	3%	-7	-1%	18%
39	COc1cc(-c2nc(-c3ccccc3)c(-c3cc([N+](=O)[O-])ccc3C)[nH]2)cc(OC)c1OC	-30%	-2%	-7%	12%	1%	4%	6	-23%	-8%
40	COc1ccc(Br)cc1CN(C)C(=O)C1CC(=O)N(C2CCCC2)C1 (centres undefined)	29%	4%[11.4 µM]	-7%	-20%[11.4 µM]	-5%	3%	-1	-6%	-5%
41	O=[N+]([O-])c1ccc(Sc2cccc3cccnc23)c([N+](=O)[O-])c1	32%	3%	0%	47%	44%[activator]	-4%	-28	-19%	-12%
42	CC(C)CCN1CCNC(=O)C1CC(=O)N(C)CCCN1CCOCC1 (centres undefined)	10%	6%	-5%	8%	4%	4%	-1	-19%	5%
43	Cc1ccc(C(=O)OCC(=O)Nc2nc(-c3ccccc3)cs2)cc1NC(=O)c1ccco1	54%[activator]	5%[57.1 µM]	-7%	7%[57.1 µM]	-4%	48%[activator]	5	-1%	-2%

Compounds shown so far that contain a COOH group, in the order listed:
#	Compound	HP1b binding inh	TrxR1 substrate	Tb PGK inh	rTrxR1 inhibitor	IDH1 R132H inh	Pin1 inhibitor	PI4K2A block	USP1-UAF1 inh	GLS inh
1	Cc1ccc(S(=O)(=O)N2CCCCC2)cc1NS(=O)(=O)c1cccc(C(=O)O)c1	34%	-1%	5%	4%	1%	1%	1	-7%	27%
22	C=CCNC(=O)c1onc(CSc2cc(C)ccc2C)c1C(=O)O	40%[activator]	3%	-7%	14%[57.1 µM]	1%	1%	3	-19%	3%
